Pemphigus Ab inh: human desmoglein-3 autoantibody binding inhibition; P32926; DSG3-coupled beads, scFv-anti-DSG3-GFP binding, flow cytometry; stronger effect = lower value; binding (percent of control), % at 10 µM; 0.48% of 310,000 active; AID 588358;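 active = binding more than 3 SD below its plate's average and above zero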;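 also: hits lower antibody fragment binding to DSG3; some compounds called inactive have numbers as strong as hits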
PKA-R1A act: activators of PKA-R1A complex; PKA-R1A dissociation, Cy5-IP20 fluorescence polarization; scaled: DMSO 0%, 113 µM cGMP 100%; activation, % at 11.4 µM; 0.083% of 340,000 active; P00514+P68181; AID 504707;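 active = percent activation above the mean of all tested compounds plus 3 SD, cut at about 19% in these data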;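 also: higher means more PKAc released from R1A so a rise in polarization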
MOR-DOR ag: OPRM1-OPRD1 heterodimerization agonism | activation, % at 9.3 µM | cells, luminescence | P35372+P41143 | AID 504326 | 0.3% of 340,000 active; in the data active = activation above about 18%;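 also: 0% = vehicle-treated cells and 100% = reference agonist; values of inactives mirror those of a sister screen read the other way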
Target sequence (P35372 whole entry, looked up): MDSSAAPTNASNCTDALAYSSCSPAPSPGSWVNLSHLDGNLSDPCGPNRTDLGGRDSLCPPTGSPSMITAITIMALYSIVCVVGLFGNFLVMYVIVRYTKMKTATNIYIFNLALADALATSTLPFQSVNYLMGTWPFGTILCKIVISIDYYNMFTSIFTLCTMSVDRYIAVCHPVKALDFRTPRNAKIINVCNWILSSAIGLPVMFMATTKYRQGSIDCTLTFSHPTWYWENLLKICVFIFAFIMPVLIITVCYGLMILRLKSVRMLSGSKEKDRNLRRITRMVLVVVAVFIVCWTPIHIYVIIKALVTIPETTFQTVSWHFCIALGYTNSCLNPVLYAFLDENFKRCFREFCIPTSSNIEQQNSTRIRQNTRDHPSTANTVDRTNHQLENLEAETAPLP
Target sequence (P41143 whole entry, looked up): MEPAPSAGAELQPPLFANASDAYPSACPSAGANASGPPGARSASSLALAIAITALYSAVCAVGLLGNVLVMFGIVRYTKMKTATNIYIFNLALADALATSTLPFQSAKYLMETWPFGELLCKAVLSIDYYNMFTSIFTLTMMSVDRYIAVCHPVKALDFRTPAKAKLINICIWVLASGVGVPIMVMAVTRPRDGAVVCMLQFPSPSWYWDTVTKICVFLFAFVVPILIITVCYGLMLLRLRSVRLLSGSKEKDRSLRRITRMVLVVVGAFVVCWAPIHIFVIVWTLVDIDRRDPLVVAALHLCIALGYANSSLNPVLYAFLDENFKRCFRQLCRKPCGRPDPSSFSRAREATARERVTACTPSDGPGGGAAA
phage Ecoli inh: E. coli growth loss with phage present | growth absorbance | inhibition, % at 11.9 µM | 0.26% of 360,000 active | AID 651602; in the data active = inhibition above about 11%
Ecoli viability: counter-screen for AddAB inhibitors: E. coli growth inhibition | E. coli V3065 growth, OD600 absorbance, 18 h | inhibition, % at 11.9 µM | 0.27% of 330,000 active;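 active = inhibition above the campaign's mean inhibition across all tested compounds plus 3 SD, cut at about 9.9% in these data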;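 also: uninfected addAB+ strain grown without phage in ampicillin broth; 0% = DMSO wells and 100% = ciprofloxacin 0.95 µg/ml wells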
SUMO Mot1 rescue: SUMOylation pathway inhibition by Mot1-301 growth rescue. S. cerevisiae Mot1-301 growth rescue, ATP luminescence, 38.5C; percent above DMSO median, 100 means doubled. growth rescue, % at 18.8 µM. 1% of 320,000 active;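 active = every valid replicate shows activation above 250% relative to neutral control wells; inactive = the rest, any valid replicate at or below 250%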;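 also: OY570 slx delta 5 strain wells were the positive control but not used for scaling; some compounds called inactive have numbers as strong as hits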
OPRM1-OPRD1 inv: inverse agonist of human OPRM1-OPRD1 heterodimerization; cell-based MOR-DOR heterodimer luminescence, inverse agonism; inhibition, % at 9.3 µM; 0.21% of 340,000 active; in the data active = inhibition above about 22%, passing the limit was not always enough;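 also: 0% = cells with DMSO and 100% = wells without cells with DMSO; values of inactives mirror those of a sister screen read the other way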
AddAB inh: less growth of phage-infected E. coli with AddAB; 0.29% of 330,000 active; inhibition, % at 11.9 µM; E. coli expressing H. pylori AddAB, absorbance growth; AID 435030; in the data active = inhibition above about 12%;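 also: 0% = vehicle wells of infected cells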
Tat export inh: E. coli Tat transport inhibition. E. coli MC4100 TorA-mCherry Tat export, fluorescence. 0.036% of 340,000 active. inhibition, % at 10 µM;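 active = mean replicate inhibition at least 50% and at least half of replicates individually reaching 50%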;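 also: exported cargo escapes ClpAP degradation while cytoplasmic cargo is degraded and loses fluorescence; 0% = median of neutral control wells and 100% = median of NaSCN control wells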
Arr AP2 block: blocks beta-arrestin peptide binding to AP2 adaptin; FITC-arrestin peptide / GST-AP2 beads, flow cytometry; AP2 beta2 appendage carries R879A mutation; inhibition, % at 10 µM; 0.31% of 340,000 active; AID 504490;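 active = inhibition above a set limit, near 3 SD of compounds lacking own fluorescence, cut at about 54% in these data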;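 also: plate controls were DMSO wells for no effect and 5 µM unlabelled arrestin peptide for full effect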
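Material – AP2 appendage R879A on GSH beads · Buffer or medium – PBS with 0.05% Tween 20 and 0.1% BSA · Probe or stimulus – fluorescein-tagged arrestin peptide at 50 nM final · Incubation – compound with beads 12 min RT, then probe 1 h RT · Detection – high-throughput flow cytometry of beads, ex 488, em 535 nm · Evaluation – percent response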
PfHsp90 set2: reduces growth (ATP signal) of yeast expressing P. falciparum Hsp90; inhibition, % at 9.4 µM; S. cerevisiae expressing PfHsp90, BacTiter-Glo ATP, 48 h; yeast lacking PDR1 and PDR3 efflux regulators; 0.32% of 310,000 active; AID 504621;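 active = every replicate shows inhibition above about 80%, whatever the replicate mean, limit read from the data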;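 also: 0% = DMSO neutral controls and 100% = 20 µM radicicol positive controls; yeast relying on Plasmodium falciparum Hsp90 in place of its own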
* marks the source's active call; other numbers are inactive results; i = inactive; . = no result given.

Compound,Pemphigus Ab inh,PKA-R1A act,MOR-DOR ag,phage Ecoli inh,Ecoli viability,SUMO Mot1 rescue,OPRM1-OPRD1 inv,AddAB inh,Tat export inh,Arr AP2 block,PfHsp90 set2
Cc1ccc(NC(=O)Cc2ccccc2)cc1S(=O)(=O)N1CCOCC1,108,9,-2.3,1.1,-0.6,2,9,0.5,0,-4,1
COc1ccccc1CNC(=O)CCc1nnc2ccc(NCCCN3CCCC3=O)nn12,.,-3,-2.8,0.9,-1.2,3,15,2.4,-3,-11,8
CCc1nnc(SCC(=O)Nc2ccc(N3CCOCC3)cc2)o1,94,-7,-0.2,3.4,0.8,-16,1,-0.3,0,4,5
CC(=O)Nc1cccc(C(=O)N/N=C/c2ccc(C)o2)c1,97,2,-1.1,5.2,1.9,-15,6,-0.3,-9,15,15
C/C(=N/NC(=O)c1ccc(C)s1)c1cccc(NC(=O)COc2ccc(Cl)cc2Cl)c1,87,1,0.1,1.8,2.4,6,0,5.0,-4,2,-22
CC(C)N1C[C@@]23C=C[C@@H](O2)C(C(=O)OCc2ccccc2)[C@H]3C1=O (some centres undefined),107,1,-2.6,2.3,5.2,10,15,0.8,8,-1,-8
CCOc1ccc(NC(=S)NC(=O)c2c(Cl)c(C)nn2C)c([N+](=O)[O-])c1,80,-2,-3.9,3.2,0.2,10,20,1.0,-6,3,20
Cc1ccc(OCC(=O)NCC(=O)n2nc(C)cc2C)cc1,62,4,-1.3,1.0,-1.3,-16,7,1.6,-9,-11,6
Cc1occc1C(=O)N1CCN(c2ncccn2)CC1,102,3,-0.1,1.0,-1.0,3,1,-2.7,-3,15,-17
Cc1cccc(N(CC(=O)NCC2CCCO2)C(=O)CCC(=O)Nc2cc(C)on2)c1 (centres undefined),101,9,0.1,2.2,-1.4,-3,-1,0.5,2,6,-6
Cc1ccc2oc(=O)n(Cc3ccccc3)c2c1,90,9,-1.0,-0.2,-0.2,-11,5,1.3,-7,5,-10
O=C(NN=C1CCCCCC1)c1ccc2c(c1)OCO2,99,6,-2.1,4.3,0.1,376,10,3.2,-9,-3,6
Cc1cccc(-c2c3c(=O)n(C)c(=O)n(C)c3c3nnc4ccccc4n23)c1,.,3,-3.6,-1.4,.,.,18,.,-3,-5,-12
CCOC(=O)Cc1nnc(NC(=O)CSc2nnc3c(n2)[nH]c2ccccc23)s1,96,3,-0.6,10,4.6,i,4,6.9,-5,1,2
COc1ccc(S(=O)(=O)Nc2c(C)n(C)n(-c3ccccc3)c2=O)cc1,95,1,-3.1,0.1,1.2,-5,17,0.3,7,-9,-19
O=C(Cc1ccc(Cl)c(Cl)c1)Nc1cccc(S(=O)(=O)N2CCOCC2)c1,.,-7,0.9,-0.3,-0.6,179,-4,1.5,-1,8,-3
C[C@]12c3[nH]c4cc(-c5ccco5)ccc4c3CCN1C(=O)[C@@H](CC(=O)NCc1ccco1)C[C@@H]2C(=O)N1CCOCC1,98,-2,-2.2,3.6,-0.4,.,11,-1.5,2,5,-29
CCOc1ccc(N(CC(=O)NCc2ccc(F)cc2)C(=O)CCC(=O)Nc2nccs2)cc1,112,-4,0.9,4.3,-0.8,15,-7,2.4,-8,14,7
Cc1ccc(NC(=S)NC(=O)c2ccc(-c3ccccc3)cc2)c(C)c1,99,-10,-3.5,3.7,1.4,-2,16,2.7,1,18,2
CN(C(=O)CSc1nc2ccccc2c(=O)n1-c1ccccc1Cl)C1CCS(=O)(=O)C1 (centres undefined),94,7,-2.2,3.2,-0.8,-10,11,-1.9,0,37,-13
CCCCN(CC)C(=O)Cn1cnc2ccc(S(=O)(=O)N3CCC(C)CC3)cc2c1=O,104,-17,-0.9,6.8,-2.2,72,5,0.6,-2,5,10
Cc1ccccc1NC(=O)CSCc1nc(N)nc(Nc2ccccc2C)n1,81,5,-1.0,5.3,-0.7,9,5,1.5,-4,1,4
Cc1ccccc1OCC(=O)OCC(=O)c1c[nH]c2ccccc12,102,-6,2.2,1.7,0.0,.,-9,1.4,-5,-9,-3
Cc1c(N=c2scc(-c3ccccc3)n2C)c(=O)n(-c2ccccc2)n1C,98,0,-0.2,1.6,1.6,10,1,1.2,-4,5,-2
O=C(CSc1nnc2ccccn12)NNC(=O)c1ccc(Br)cc1,95,-4,-2.1,3.4,0.3,2,11,1.0,21,-37,-1

(list continues)
canonical_smiles | Pemphigus Ab inh | PKA-R1A act | MOR-DOR ag | phage Ecoli inh | Ecoli viability | SUMO Mot1 rescue | OPRM1-OPRD1 inv | AddAB inh | Tat export inh | Arr AP2 block | PfHsp90 set2
CCOc1ccc(C2C(C(=O)c3ccco3)=C(O)C(=O)N2CCCn2ccnc2)cc1 (centres undefined) | 107 | -3 | -3.2 | -2.2 | . | . | 18 | . | 2 | 12 | -13
CCOc1ccccc1NC(=O)CSc1nc(=O)n(Cc2ccncc2)c2c1CCC2 | 100 | 0 | -0.8 | 2.3 | 1.1 | -2 | 5 | 1.1 | -5 | -4 | -5
O=C(CSc1ncnc2c(-c3ccc(Cl)cc3)nsc12)c1ccccc1 | 100 | -2 | 0.4 | -0.4 | 0.9 | -7 | -2 | 1.3 | -1 | 1 | -5
N/C(=N\OC(=O)N1c2ccccc2Sc2ccccc21)c1ccccc1 | 100 | 3 | 10 | 2.9 | -0.9 | -19 | -75 | 3.8 | 2 | 2 | -9
COc1ccc(OC)c(S(=O)(=O)Nc2ccc(C(N)=O)cc2)c1 | 99 | -8 | -0.6 | 1.9 | -1.1 | 12 | 4 | 0.9 | 1 | 6 | 23
O=C(COc1ccccc1Br)N1CCNC1=O | 105 | -11 | 1.3 | -0.1 | -4.0 | -7 | -5 | -2.0 | 5 | -6 | -17
O=C(COC(=O)c1ccccc1Nc1ccc(SC(F)F)cc1)NCc1ccco1 | 85 | 2 | 3.0 | 1.4 | -3.3 | -9 | -18 | -1.4 | -10 | 15 | 18
CSCCOC(=O)C1=C(C)Nc2ccc(C)cc2S1 | 111 | 1 | -0.9 | 1.5 | 0.1 | 9 | 6 | 3.2 | -4 | 3 | 3
Cc1ccc(S(=O)(=O)NCCSc2nnnn2C)cc1 | 98 | -14 | -1.9 | 4.0 | -0.8 | 3 | 8 | 5.7 | -1 | 4 | -15
O=C(NCc1cccc(CNC(=O)C(=O)NCc2ccco2)c1)C(=O)NCc1ccco1 | 100 | -4 | 3.0 | 1.9 | -3.2 | -10 | -15 | -3.2 | -2 | 3 | 12
CC(=O)c1ccccc1NC(=O)CN1C(=O)CS/C1=C\c1nc(-c2ccc(C)cc2)cs1 | 91 | 0 | -1.9 | 2.9 | -1.9 | -22 | 11 | 1.3 | 0 | 23 | -16
CC(=O)c1sc(NCCOc2ccc(C)cc2)nc1C | 103 | -4 | -0.1 | 3.2 | 0.4 | 491 | 0 | 1.3 | 3 | -6 | -2
COC(=O)CSC1=C(C#N)C(c2ccc3c(c2)OCO3)C2=C(CCCC2=O)N1 (centres undefined) | 104 | -10 | -2.4 | . | 2.7 | -1 | 10 | 0.2 | -9 | 32 | -1
CC(=O)c1cccc(NC(=O)CCC2CCCC2)c1 | 124 | -9 | 0.9 | -0.5 | 0.3 | 6 | -5 | 2.4 | -6 | 2 | 11
CCN(CC(=O)NCc1ccc(F)cc1)C(=O)CN1CCN(c2cc(Cl)ccc2C)CC1 | 113 | 2 | -0.9 | 1.7 | -3.6 | 17 | 5 | -1.2 | -8 | -3 | -15
Cc1oc(-c2cccc(Cl)c2)nc1CN1CCC(C(=O)NCc2cccnc2)CC1 | 104 | 13 | -3.5 | 1.5 | -0.3 | -5 | 16 | 0.8 | -14 | 0 | -7

Part of the list above, as labelled records.
> C[C@]12c3[nH]c4cc(-c5ccco5)ccc4c3CCN1C(=O)[C@@H](CC(=O)NCc1ccco1)C[C@@H]2C(=O)N1CCOCC1
  Pemphigus Ab inh: 98; PKA-R1A act: -2; MOR-DOR ag: -2.2; phage Ecoli inh: 3.6; Ecoli viability: -0.4; SUMO Mot1 rescue: .; OPRM1-OPRD1 inv: 11; AddAB inh: -1.5; Tat export inh: 2; Arr AP2 block: 5; PfHsp90 set2: -29
> CCOc1ccc(N(CC(=O)NCc2ccc(F)cc2)C(=O)CCC(=O)Nc2nccs2)cc1
  Pemphigus Ab inh: 112; PKA-R1A act: -4; MOR-DOR ag: 0.9; phage Ecoli inh: 4.3; Ecoli viability: -0.8; SUMO Mot1 rescue: 15; OPRM1-OPRD1 inv: -7; AddAB inh: 2.4; Tat export inh: -8; Arr AP2 block: 14; PfHsp90 set2: 7
> Cc1ccc(NC(=S)NC(=O)c2ccc(-c3ccccc3)cc2)c(C)c1
  Pemphigus Ab inh: 99; PKA-R1A act: -10; MOR-DOR ag: -3.5; phage Ecoli inh: 3.7; Ecoli viability: 1.4; SUMO Mot1 rescue: -2; OPRM1-OPRD1 inv: 16; AddAB inh: 2.7; Tat export inh: 1; Arr AP2 block: 18; PfHsp90 set2: 2
> CN(C(=O)CSc1nc2ccccc2c(=O)n1-c1ccccc1Cl)C1CCS(=O)(=O)C1 (centres undefined)
  Pemphigus Ab inh: 94; PKA-R1A act: 7; MOR-DOR ag: -2.2; phage Ecoli inh: 3.2; Ecoli viability: -0.8; SUMO Mot1 rescue: -10; OPRM1-OPRD1 inv: 11; AddAB inh: -1.9; Tat export inh: 0; Arr AP2 block: 37; PfHsp90 set2: -13

Next section:
canonical_smiles | Pemphigus Ab inh | PKA-R1A act | MOR-DOR ag | phage Ecoli inh | Ecoli viability | SUMO Mot1 rescue | OPRM1-OPRD1 inv | AddAB inh | Tat export inh | Arr AP2 block | PfHsp90 set2
CCC(=O)N1c2ccc(C)cc2C2=NNC(=S)NC21O (centres undefined) | 99 | 3 | 0.3 | 2.8 | -3.1 | -20 | -2 | -0.9 | 0 | 5 | -10
CCCCn1nc2cc(C(=O)NCCCCc3ccccc3)ccc2c1OCC | 104 | 1 | 1.7 | 3.0 | -0.9 | 7 | -10 | -0.7 | 2 | 15 | -9
COc1ccc(/C=N/NC(=O)c2ccccc2O)cc1CSc1ccccn1 | . | -16 | 1.5 | 4.0 | -1.2 | 2 | -8 | 2.0 | -10 | 6 | 27
FC(F)(F)c1cc(-c2ccc3c(c2)OCO3)nc(NCc2ccco2)n1 | 103 | -6 | 4.6 | 3.8 | -0.1 | 7 | -24 | 1.8 | 8 | 23 | -6
O=C(CCSc1nnc(-c2ccncc2)o1)Nc1cccc(Cl)c1 | 111 | 3 | 0.3 | 1.2 | -1.3 | 16 | -1 | -0.2 | -5 | 1 | .
O=C(C[C@H]1C[C@H](C(=O)N2CCCCC2)[C@@]2(CCc3ccccc3)c3[nH]c4ccc(Cl)cc4c3CCN2C1=O)NCCC1=CCCCC1 | 99 | 4 | -3.4 | 5.8 | 2.1 | . | 17 | 1.1 | -3 | -3 | -22
CCc1nnc(NC(=O)CSc2nnc(-c3ccco3)o2)s1 | 102 | -2 | -1.4 | 0.3 | -1.2 | 350 | 7 | 0.8 | -7 | 38 | -1

Source: PubChem
